# TDP1 inh: inhibitors of human tyrosyl-DNA phosphodiesterase TDP1; Q9NUW8; recombinant TDP1, AlphaScreen DNA substrate cleavage; Potency, µM (titrated, usually from 130 µM), inactives show top-dose activity change, negative = inhibition, usual class: inhibitors; 350,000 compounds, 0.28% hits; AID 485290; also: nearly all actives have a fitted effect of over 40% in size
# Target sequence (Q9NUW8 whole entry, looked up): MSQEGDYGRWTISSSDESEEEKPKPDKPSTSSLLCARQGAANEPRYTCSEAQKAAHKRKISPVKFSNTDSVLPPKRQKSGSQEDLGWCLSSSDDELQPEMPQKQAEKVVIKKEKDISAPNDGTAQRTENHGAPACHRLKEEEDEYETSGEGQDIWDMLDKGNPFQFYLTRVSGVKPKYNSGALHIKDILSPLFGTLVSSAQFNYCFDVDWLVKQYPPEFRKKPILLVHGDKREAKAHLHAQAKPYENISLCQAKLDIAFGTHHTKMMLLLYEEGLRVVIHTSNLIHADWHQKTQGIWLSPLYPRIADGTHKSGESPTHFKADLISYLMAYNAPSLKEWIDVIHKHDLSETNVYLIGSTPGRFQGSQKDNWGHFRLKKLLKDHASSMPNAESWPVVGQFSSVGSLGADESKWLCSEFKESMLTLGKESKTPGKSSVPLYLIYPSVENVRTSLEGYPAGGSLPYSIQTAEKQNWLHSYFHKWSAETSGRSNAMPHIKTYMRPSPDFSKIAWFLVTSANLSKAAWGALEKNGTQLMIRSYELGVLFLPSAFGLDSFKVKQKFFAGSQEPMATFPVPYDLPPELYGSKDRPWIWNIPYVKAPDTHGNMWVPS
#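 Recombinant human Tdp1 (E. coli-expressed, 1 nM final) preincubated with compounds 15 min at room temperature, then 5'-biotin/3'-phosphotyrosine-FITC DNA substrate (15 nM final) added for 5 min. AlphaScreen beads (10 ug/ml final) added 10 min; cleavage lowers signal.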
# TDP1 cell noCPT: qHTS for Inhibitors of human tyrosyl-DNA phosphodiesterase 1 (TDP1): qHTS in cells in absence of CPT | DT40 Tdp1-/- hTDP1 cells, no CPT, ATP luminescence, 48 h | Potency, µM (doses to about 46.2 µM), without a hit: at the highest dose activity change, negative = growth inhibition, most hits filed as inhibitors | 420,000 compounds, 15% hits; also: nearly all actives have a fitted effect of over 55% in size
#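 No-CPT arm: Tdp1-/-;hTDP1 DT40 cells (400/well) plus compounds, incubated ≥48 hr at 37 °C. Readout CellTiter-Glo luminescence.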
# DT40 TDP1 CPT: DT40-hTDP1 cell growth loss with CPT; chicken DT40 Tdp1-/-;hTDP1 cells + 20 nM CPT, ATP luminescence, 48 h; 420,000 compounds, 12% hits; Potency, µM (top dose mostly 46.2 µM), for inactives: top-dose activity change, negative = growth inhibition, hits mostly inhibitors; AID 686979; also: nearly all actives have a fitted effect of over 55% in size
#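 Chicken DT40 Tdp1-/- cells stably complemented with human TDP1 were seeded at 400 cells/well in medium containing 20 nM camptothecin, exposed to pin-transferred compounds, and grown at 37 °C for at least 48 hr. Viability was read as ATP luminescence.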
# An asterisk follows results filed as active; u = inconclusive; x = no result given; & = joins results of further samples; [ ] = dose if it differs, or a comment. Calls follow the shape of the dose curve; as a rule, active = well fitted curve in the direction sought with a large enough effect; inconclusive = small, poorly fitted or top-dose-only effect, or another doubt; inactive = no such curve, though single readings can be large; an effect the other way counts as inactive or inconclusive. % is scaled to controls: 0 for no effect and ±100 for the full control effect; potency is read from the fitted curve at half-maximal effect.
SMILES,TDP1 inh,TDP1 cell noCPT,DT40 TDP1 CPT
CC(C(=O)N1c2ccccc2CCc2ccccc21)n1nnc(-c2ccc(N(C)C)cc2)n1 (centres undefined),4%,16µM*,u
Cc1ccc(-n2c(SCC(N)=O)nnc2-c2ccccn2)cc1C,6%,-14%,-26%
Cc1ccc(NC(=O)CCC(=O)c2ccc(Br)cc2)cc1,x,8%,2%
CCc1nc(SCC(N)=O)c2c(=O)n(C)c(=O)n(C)c2n1,3%,-4%,1%
O=C1CCCN1CCCNS(=O)(=O)c1ccc(F)c(F)c1,4%,1%,21%
CCN1CCc2c(C#N)c(N3CCCCC3)nc(NCc3ccccc3)c2C1,7%,16µM*,21µM*
CC1CC(Nc2ccccc2)=NC1(C)C (centres undefined),1%,-4%,8%
O=C(Nc1ccc(N2CCCCC2)c(S(=O)(=O)Nc2ccccc2Cl)c1)c1cccnc1,3%,u,-28%
COc1ccc(CCNC(=O)c2cnc3sc(N4CCC(C)CC4)nn3c2=O)cc1OC,3%,3.7µM*,2.6µM*
COc1ccc(NC(=O)CC2SC(=NCC3CCCO3)NC2=O)cc1 (centres undefined),2%,-15%,-4%
CCCN(CCC)S(=O)(=O)c1ccc(N2CCCC2=O)c([N+](=O)[O-])c1,2%,-2%,u
O=C1CCCC(=O)N1CCCCCCN1C(=O)CCCC1=O,x,-5%,-4%
Cc1ccc(S(=O)(=O)NC(=NC2CCCCC2)c2ccccc2)cc1,x,-29%,-9%
COC(=O)c1ccc(NC(=O)c2ccc3c(c2)OCO3)cc1,0%,-14%,2%
COc1ccc([C@H]2N[C@]3(CCCN(Cc4ccc(C)cc4)C3=O)[C@H]3C(=O)N(Cc4ccccc4)C(=O)[C@@H]23)cc1,x,16µM*,u
CCOC(=O)Nc1ccc2c(c1)nc1n2CCN(CCOC)C1,x,-25%,-27%
CCOC(=O)C1=C[C@@H](C(C)(C)C)N(S(=O)(=O)c2ccccc2C)[C@H]1c1ccc(Cl)cc1,x,u,u
Cc1ccc(S(=O)(=O)NC(CC(C)C)C(=O)NCCCn2nc(C)cc2C)cc1 (centres undefined),0%,3%,2%
COc1ccc(NS(=O)(=O)c2cccc(C(=O)N/N=C/c3ccccc3OC)c2)cc1,0%,u,-27%
O=C(Cn1nnc2ccccc21)NC1CCCCC1,7%,-19%,-16%
COc1cc([C@@H]2Nc3c(F)cccc3[C@@H]3C=CC[C@@H]32)cc(Br)c1OC,x,u,u
O=C1COc2ccc(C(=O)NC3CC3)cc2N1,3%,-12%,-5%
COc1ccc(C(CNC(=O)COc2ccc(C)c(C)c2)N2CCCCC2)cc1 (centres undefined),2%&-5%,u,23µM*
Cc1ccc(CNC(=O)CN2C(=O)CSc3ccc(S(=O)(=O)N(C)C)cc32)cc1,0%,-7%,u
CCOC(=O)N1CCN(Cc2nc3ccc([N+](=O)[O-])cc3c(=O)n2-c2ccccc2F)CC1,x,23µM*,u

# Some of the entries above in another layout:
SMILES	TDP1 inh	TDP1 cell noCPT	DT40 TDP1 CPT
COc1ccc(CCNC(=O)c2cnc3sc(N4CCC(C)CC4)nn3c2=O)cc1OC	3%	3.7µM*	2.6µM*
CCN1CCc2c(C#N)c(N3CCCCC3)nc(NCc3ccccc3)c2C1	7%	16µM*	21µM*
COc1ccc(C(CNC(=O)COc2ccc(C)c(C)c2)N2CCCCC2)cc1 (centres undefined)	2%&-5%	u	23µM*
O=C(Cn1nnc2ccccc21)NC1CCCCC1	7%	-19%	-16%

# Two records drawn at random from the list so far, as already listed:
SMILES,TDP1 inh,TDP1 cell noCPT,DT40 TDP1 CPT
CC1CC(Nc2ccccc2)=NC1(C)C (centres undefined),1%,-4%,8%
COc1ccc(C(CNC(=O)COc2ccc(C)c(C)c2)N2CCCCC2)cc1 (centres undefined),2%&-5%,u,23µM*

# Next section:
SMILES,TDP1 inh,TDP1 cell noCPT,DT40 TDP1 CPT
Cc1cc(NC(=O)COC(=O)CCn2c(C)csc2=O)c([N+](=O)[O-])cc1C,x,-3%,-7%
Cc1ccccc1-n1nc2c(c1NC(=O)c1c(-c3ccccc3Cl)noc1C)CSC2,6%,21µM*,-30%
CC(C(=O)N(C)c1ccccc1)N1CCN(C(=O)c2ccccc2)CC1 (centres undefined),x,-12%,16%
CC(C)Cn1c(/C=N/Nc2nc3ccccc3[nH]2)nc2ccccc21,11%,3.3µM*,3.7µM*
Cc1sc2nc3c(SC(C)C(=O)O)cc(C(=O)c4ccccc4O)cn3c(=O)c2c1C (centres undefined),4%,2%,-3%
CC(=O)Nc1ccc(/C(N=Nc2ccccc2)=N/N=C(N)N)cc1,x,u,u
CC(=O)c1nnn(-c2ccc(C)cc2Cl)c1C,3%,-2%,-5%
C=CS(=O)(=O)O,x,13%,16%
Cc1ccc2cc(C#N)c(SCC(=O)N3CCCC3)nc2c1,x,u,-8%
O=C(CCc1c[nH]c2ccccc12)N1CCN(S(=O)(=O)c2ccc(F)cc2)CC1,-10%,u,-5%
COc1ccc(CSc2nnnn2-c2ccc(C(=O)O)cc2)cc1,x,3%,u
Cc1ccc(N2CCN(C(=O)c3cccn4c(=O)c5ccc(Cl)cc5nc34)CC2C)cc1 (centres undefined),6%,2%,-27%
C=CCNC(=O)Nc1cc(Cl)ccc1OC,-5%,15%,u
O=C(NCCC1CCCCN1S(=O)(=O)c1ccc(Cl)cc1)C(=O)NCCN1CCOCC1 (centres undefined),-3%,-5%,-24%
Cc1ccc2c(c1)N(CC(=O)N1CCCCCC1)C(=O)C(C)O2 (centres undefined),0%,-22%,-3%
Cc1cc(C)cc(C(=O)n2nc(C)c(S(=O)(=O)N3CCOCC3)c2C)c1,1%,2%,-20%
C/C(=N\NC(=O)CN1CCN(S(=O)(=O)c2ccc(C)cc2)CC1)c1cccnc1,4%,-2%,2%
COc1ccc(-c2cc(C(F)(F)F)n3nc(C(=O)Nc4cccc(Cl)c4C)cc3n2)cc1,7%,-17%,-17%
CCOC(=O)c1cc(-c2sc(NC(=O)c3ccccc3)nc2C)n(Cc2ccccc2)n1,x,18µM*,16µM*
CCOc1ccc(S(=O)(=O)N(C)c2ccc(OCC(=O)NCc3cccnc3)cc2)cc1,10%,-21%,-11%
CC(NC(=O)c1ccc(Br)cc1Br)c1ccccc1 (centres undefined),7%,11%,-3%
CCN(CC)S(=O)(=O)c1ccc2nc(COC(=O)c3n[nH]c4ccccc34)[nH]c2c1,9%,-18%,-6%
CC(=CC(=O)c1ccccc1)c1ccccc1,x,-18%,-6%
O=S(=O)(N1CCCCC1)N1CCCN(S(=O)(=O)N2CCCCC2)CC1,0%,0%,11%
O=C(COc1ccc(-c2ccccc2)cc1)N1CCN(C(=O)c2cccnc2)CC1,6%,u,-22%
# New compounds follow:
SMILES,TDP1 inh,TDP1 cell noCPT,DT40 TDP1 CPT
Cc1ccc(-c2cc(-c3cccc(F)c3)n[nH]2)c(O)c1,9%,u,-10%
Cc1ccc(NC(=O)Cn2nc(Cc3ccncc3)c3ccccc3c2=O)c(Cl)c1,-12%,5%,-4%
Cc1cc2oc(C(=O)N3CCN(CCc4ccccn4)CC3)c(C)c2cc1C,7%,u,u
Cc1cc(NC(=O)COC(=O)C2CC2)ccc1Br,1%,29%,-22%
O=C(Nc1nnc(C2=COCCO2)o1)c1ccc(F)cc1,4%,u,u
Cc1ccccc1Oc1ccc2c(c1)[C@@H]1C[C@H](N(C)C(=O)c3cccnc3)[C@H]([C@H](C)O)C(=O)N1CC2,x,u,-25%
CCOC(CNC(=O)C1CCN(S(=O)(=O)c2ccc3nc4c(c(C(=O)O)c3c2)CCCCC4)CC1)OCC,5%,8%,0%
Cc1ccc(S(=O)(=O)N2CCC(C(=O)OCC(=O)NCc3cccc(Cl)c3)CC2)cc1C,0%,-14%,2%
C[C@H]1CN([C@@H](C)CO)C(=O)CCCn2cc(nn2)CO[C@@H]1CN(C)C(=O)Nc1cccc(C(F)(F)F)c1,x,-6%,-3%
CCOC(=O)C1=C(CSc2nc(-c3ccncc3)ccc2C#N)OC(N)=C(C#N)C1c1cccnc1 (centres undefined),8%,u,-17%
Cc1cccc2cc3c(N)c(C(=O)N4CCCc5ccccc54)sc3nc12,0%,2.6µM*,4.1µM*
Cc1[nH]c(C)c(S(=O)(=O)N2CCN(c3cccc(C(F)(F)F)c3)CC2)c1C(=O)N1CCCC1,4%,u,18µM*
CCCOc1ccc2c(C)c(CC(=O)OC)c(=O)oc2c1,11%,10µM*,u
Cc1ccc(C(=O)NC(=S)Nc2nc(-c3cccc([N+](=O)[O-])c3)cs2)c(Cl)c1,1%,u,u
Cc1c(NC(=O)c2ccccc2)c(=O)n(-c2ccccc2)n1C,3%,-5%,-1%
Cc1ccc(/C=N/NC(=O)c2ccc3nc[nH]c3c2)o1,-3%,5%,11%
CCC(Sc1nc2cc3c(cc2c(=O)n1Cc1ccco1)OCO3)C(=O)Nc1ccccc1OC (centres undefined),2%,8.2µM*,8.2µM*
Cc1cccc(C)c1NC(=O)NS(=O)(=O)c1ccccc1,x,2%,-22%
CSc1ccc(CNC(=O)CCn2c(=O)c3cccn3c3ccc(F)cc32)cc1,3%,u,u
CCCCn1nnnc1C1(C)CCC(=O)N1c1ccc(N2CCOCC2)cc1 (centres undefined),x,-28%,-26%
Cc1cc(C(C)(C)C)ccc1OCCn1ccnc1,7%,u,u
Cc1nc(Cc2nnc(SCC(=O)Nc3c(C)cccc3C)o2)cs1,x,-23%,-4%
CCC(C(=O)OCC(=O)Nc1cccc(C(C)=O)c1)c1ccccc1 (centres undefined),5%,-21%,0%
CC(=O)c1ccc(NC(=O)CSc2nc3[nH]ncc3c(=O)[nH]2)cc1,-5%,-27%,-9%
COc1ccc(C(N)=O)cc1NC(=O)CC(O)(C(F)(F)F)C(F)(F)F,3%,u,15µM*

# Not a retest: an excerpt of the list.
SMILES,TDP1 inh,TDP1 cell noCPT,DT40 TDP1 CPT
Cc1ccc(-c2cc(-c3cccc(F)c3)n[nH]2)c(O)c1,9%,u,-10%
Cc1ccc(NC(=O)Cn2nc(Cc3ccncc3)c3ccccc3c2=O)c(Cl)c1,-12%,5%,-4%

# Sorted by formula weight (smallest number first): part of the list above.
SMILES,TDP1 inh,TDP1 cell noCPT,DT40 TDP1 CPT
Cc1ccc(/C=N/NC(=O)c2ccc3nc[nH]c3c2)o1,-3%,5%,11%
CCC(C(=O)OCC(=O)Nc1cccc(C(C)=O)c1)c1ccccc1 (centres undefined),5%,-21%,0%
CCOC(CNC(=O)C1CCN(S(=O)(=O)c2ccc3nc4c(c(C(=O)O)c3c2)CCCCC4)CC1)OCC,5%,8%,0%

# Carrying on:
SMILES,TDP1 inh,TDP1 cell noCPT,DT40 TDP1 CPT
Cc1ccc(OCc2n[nH]c(=S)n2-c2ccc(Cl)cc2)cc1,x,-18%,0%
CCOC(=O)C1(CCOC)CCCCC1=O (centres undefined),x,6%,5%
COc1ccc(C(=O)NCC(=O)OCc2c(Cl)cccc2Cl)cc1OC,-15%,15µM*,u
O=C(Cn1cc[n+](Cc2ccccc2)c1)c1ccc([N+](=O)[O-])cc1,-1%,2.6µM*,3.7µM*
O=C(CN1CCN(C(=O)c2cccc(-n3cnnn3)c2)CC1)Nc1ccccc1Cl,0%,u,-28%
CCN(CC)C(=O)Oc1ccccc1NC(C)=O,0%,0%,-28%
COc1ccc2[nH]c(C(=O)N3CCC(Cc4ccccc4)CC3)cc2c1,x,-7%,5%
O=C(c1ccncc1)N1CCN(c2cccc(C(F)(F)F)c2)CC1,-1%,u,u
CCC1S/C(=N/N=C/c2ccco2)NC1=O (centres undefined),-1%,-4%,6%
Cn1nccc1C(=O)OCC(=O)Nc1cccc(Cl)c1,1%,-14%,u
CCOC(=O)c1c(N)sc(C(O)(C(F)(F)F)C(F)(F)F)c1-c1ccc(Cl)cc1,7%,u,u
COCCCNC(=O)CC1C[C@H](C(=O)N2CCCCC2)[C@@]2(C)c3[nH]c4ccccc4c3CCN2C1=O (some centres undefined),0%,-27%,-6%
COCc1c(C(=O)N2CCN(C3CCCC3)CC2)cnn1-c1nccc(-c2cc(C)sc2C)n1,x,-17%,5%[9.04 µM]
O=C1CCCN1CC1CCN(Cc2nc(CC3CC3)no2)CC1,6%,-18%,-9%
CC(=O)Nc1ccc(SCC(=O)Nc2cc(C(C)(C)C)nn2-c2ccccc2)cc1,-2%,-17%,u
CN1CCN(CCCNC(=O)Nc2ccc([N+](=O)[O-])cc2)CC1,x,7%,8%
CCC(C(=O)OCC(=O)Nc1c(C)nn(-c2ccccc2)c1C)c1ccccc1 (centres undefined),1%,-12%,-2%
Cn1cnc([N+](=O)[O-])c1N=C(N)N,3%,2%,5%
O=C(NNC(=S)NCc1ccccc1)c1ccc(Br)o1,12%,u,-23%
CN1C[C@@H]2[C@@H]3C(=O)N(Cc4ccccc4)C(=O)[C@@H]3[C@](Cc3ccccc3)(C1=O)N2C(=O)c1ccccc1,x,u,u

# Screening data: PubChem BioAssay, National Center for Advancing Translational Sciences (NCATS)
